# Screening results deposited in PubChem BioAssay by Broad Institute.
# BL2 CD40 inh = CD40 pathway inhibition in BL2 cells; BL2 NF-kB luciferase reporter, CD40L-induced, 4 h; inhibition, % at 10 µM; 83,000 compounds, 0.94% hits; AID 1053188;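 active means mean inhibition of at least 50% with a set share of replicates also reaching that level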;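 further: 0% = neutral control wells and 100% = IKK inhibitor VII at 50 µM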
# * marks the source's active call; other numbers are inactive results; [ ] = remark or other dose.
structure,BL2 CD40 inh
CO[C@@H](CN(C)S(=O)(=O)c1ccc(Cl)cc1)[C@@H](C)CN(Cc1ccccc1Cl)[C@@H](C)CO,13.8
O=C(Nc1ccc2c(c1)OCO2)C1CC(=O)N(CCc2ccccc2)C1 (stereo not drawn),-10.0
COc1cc(C(=S)N2CCN(c3cccc(Cl)c3)CC2)ccc1O,11.8
Cc1noc(C)c1S(=O)(=O)N(C)C[C@H]1OCc2cn(nn2)CCCC(=O)N([C@H](C)CO)C[C@H]1C,12.2[25 µM]
COc1cc(NC(=O)NC(C)(C(F)(F)F)C(F)(F)F)cc(OC)c1OC,-4.3
OC(COCc1cccs1)CN1CCCCCC1 (stereo not drawn),0.2
c1ccc2c(c1)NCCS2,-14.2
Fc1ccc(CSc2nnc(-c3cccnc3)n2Cc2ccco2)cc1,0.6
COCCCN(C(=O)CCOc1ccc(C(C)(C)C)cc1)c1c(N)n(Cc2ccccc2)c(=O)[nH]c1=O,-5.2
CN1C(=O)c2cc(NC(=O)c3cccc(C(F)(F)F)c3)ccc2OC[C@@H]2O[C@@H](CC(=O)NCCN3CCCC3)CC[C@H]21,-16.5[25 µM]
NC(N)=Nc1ccc(Cl)cc1,13.3[25 µM]
Cc1cccc(NS(=O)(=O)c2cccc(C(=O)NCC3(N4CCOCC4)CCCCC3)c2)c1,-4.9
N#C[C@@H]1[C@@H](c2ccccc2-c2cccc(F)c2)[C@H](CO)N1C(=O)NC1CCCC1,-3.4
COc1ccc(OC)c(-c2cc(C(=O)NCCN3CCOCC3)no2)c1,7.4
COc1ccc(S(=O)(=O)Nc2cc3c4c(c2)C(C)C(=O)N4CCC3)cc1OC (stereo not drawn),-0.1
Cn1c(=O)[nH]c(=O)c2c1nc(Br)n2CCSc1nnnn1-c1ccccc1,-6.6
Cc1cccc(C)c1NC(=O)N1CCCCCCC1,3.1
O=C(CN1C(=O)COc2ccccc21)NCCN1CCC(Cc2ccccc2)CC1,7.8
COC(=O)c1cn(CC(=O)NC2CCCCCC2)c2ccccc12,2.3
Nc1nc(-c2ccccc2)c(C(=O)Nc2ccccc2)s1,8.5

# Rewritten field by field: 4 of the compounds above
OC(COCc1cccs1)CN1CCCCCC1 (stereo not drawn)
  BL2 CD40 inh = 0.2
c1ccc2c(c1)NCCS2
  BL2 CD40 inh = -14.2
Fc1ccc(CSc2nnc(-c3cccnc3)n2Cc2ccco2)cc1
  BL2 CD40 inh = 0.6
COCCCN(C(=O)CCOc1ccc(C(C)(C)C)cc1)c1c(N)n(Cc2ccccc2)c(=O)[nH]c1=O
  BL2 CD40 inh = -5.2

# Continuation.
structure,BL2 CD40 inh
COc1ccccc1NC(=O)N(C)C[C@H]1OCc2ccccc2-c2ccccc2C(=O)N([C@@H](C)CO)C[C@@H]1C,-4.9
Cc1ccc(CNC(=O)CCCNS(=O)(=O)c2cccc3nonc23)cc1,5.0
Cc1cc2c(cc1S(=O)(=O)N1CCN(c3ccccc3)CC1)OCC(=O)N2,1.2
CC(C)CCC(CCN1CCOCC1)c1ccc2c(c1)OCO2 (stereo not drawn),1.2
O=[N+]([O-])c1ccc(C=NNC(=S)Nc2ccc(F)cc2)cc1,-6.2
O=C(Nc1ccccc1)c1nn(-c2cccc(C(F)(F)F)c2)ccc1=O,-0.1
O=C(Nc1cc(F)ccc1F)N[C@@H]1CC[C@@H](CC(=O)N2CCc3ccccc3C2)O[C@@H]1CO,0.8[25 µM]
Cn1c(N)c(C(=O)COC(=O)Cc2ccc(F)cc2)c(=O)n(C)c1=O,15.9
c1ccc(-c2nc(-n3nc4ccccc4n3)nc3ccccc23)cc1,-6.9
CN(C)CCCNC(=O)C[C@H]1CC[C@H]2[C@@H](COC[C@H](O)CN2CC2CCCC2)O1,19.3
COc1ccc(-c2cc(C(=O)OCC(=O)N3CCCC3)c3ccccc3n2)cc1,-28.8
Cc1ccc(-c2nc(NC(=O)c3nn(C)cc3[N+](=O)[O-])sc2C)cc1,15.1
N#C[C@@H]1[C@@H](c2ccccc2)[C@@H](CO)N1C(=O)c1cccnc1,5.5
Cc1nn(-c2ccccc2)c2sc(C(=O)NC3CCCCCC3)cc12,7.2
Cc1ccc(CNC(=O)c2ccc(S(=O)(=O)N3CCCCC3)cc2)cc1,2.3
O=C(CO/N=C/c1ccc(OC(F)F)cc1)NC1CCCC1,6.1
C=C(C)Cn1c(Sc2nnc(C)s2)nc2c1c(=O)[nH]c(=O)n2C,1.0
COc1cc(OC)cc(C(=O)NCC(=O)OCC(=O)NCc2ccco2)c1,-7.5
CC(C)CCNc1nc(N2CCCC2)c2c(c1C#N)CCN(C)C2,7.5
Cc1ccc(CN(C)C(=O)c2cccc(S(=O)(=O)N3CCN(c4ccccc4)CC3)c2)cc1,1.2
COc1ccc2nc(-c3ccccc3)cc(C(=O)OCC(=O)N3CCCCC3)c2c1,-7.7
COc1cccc(-c2ccccc2[C@@H]2[C@@H](CO)N(C(=O)Cc3ccccc3)[C@H]2C#N)c1,21.9[25 µM]
CCOC(=O)c1c(N)sc2c1CCCC2=O,9.9
Cc1cc(N2CCc3ccccc32)n2ncnc2n1,10.0
O=C(Cn1nnc(-c2ccccc2)n1)OCc1ccccc1,5.2
Cc1cnc(C(=O)OCC(=O)N2CCN(C(=O)c3ccco3)CC2)cn1,14.6
COc1ccc(CCN2CC(C(=O)NCCN3CCNC3=O)CCC2=O)cc1 (stereo not drawn),4.9
O=C(COC(=O)/C=C/c1cccc(C(F)(F)F)c1)NC(=O)NC1CCCC1,12.9
CC1Cc2ccccc2N1c1nc(C2CC2)nc2c1nnn2Cc1ccccc1 (stereo not drawn),18.3
Cn1cc2cccc([N+](=O)[O-])c2n1,2.0
CCCC(=O)Nc1nnc(C2CCCO2)s1 (stereo not drawn),-1.8
O=C(NCC(c1ccco1)N1CCN(c2ccccc2F)CC1)C(=O)NC1CCCCC1 (stereo not drawn),2.5
Nc1ccc(S(=O)(=O)Nc2nccs2)cc1N=Nc1ccccc1[N+](=O)[O-],-9.1
C[C@@H]1CCCCO[C@@H](CN(C)CC2CCCCC2)[C@H](C)CN([C@H](C)CO)C(=O)c2cc(NS(C)(=O)=O)ccc2O1,-0.3[25 µM]
Cc1ccn(CC(C)C(=O)O)n1 (stereo not drawn),12.3
O=C(Nc1cccc(S(=O)(=O)NC2=NCCC2)c1)c1cc(F)c(F)c(F)c1F,12.5
CSCCC(NC(=O)c1ccco1)C(=O)N(C)CC(=O)Nc1c(Cl)cccc1Cl (stereo not drawn),6.9
CCCC(=O)N1CC2(C1)CN(C(=O)Nc1cccc(F)c1)[C@@H](CO)c1c2c2ccc(OC)cc2n1C,17.1[25 µM]
Cc1cccc(NC(=O)NCC(F)(F)F)n1,4.1
O=C(Cc1ccccc1)Nc1ccc2oc(-c3cccnc3)nc2c1,-39.8
COc1ccc(C(=O)Nc2ccc3c(c2)C(=O)N(C)[C@@H]2CC[C@H](CC(=O)NCC4CC4)O[C@@H]2CO3)cc1,-19.8[25 µM]
CC(C(=O)O)C1SC(=O)NC1=O (stereo not drawn),-1.8
O=C(Cc1ccccc1C(=O)O)Nc1cccc2ccccc12,-2.1
O[C@@H](CNC[C@H](O)c1ccccc1)c1ccccc1,1.7
COc1ccccc1C#Cc1ccc2c(c1)[C@H]1NCC[C@H]1[C@@H](CO)N2,1.7[25 µM]
COc1ccc2cc(C(=O)C3CCCN(C(=O)c4cc5nc(C)cc(C)n5n4)C3)ccc2c1 (stereo not drawn),-24.8
CCCCCCCCCCCCCCCC(=O)C1C(=O)OC(CO)C1=O (stereo not drawn),-12.5[25 µM]
Cc1ccc2nc(SCC(=O)Nc3nonc3N)[nH]c2c1,-2.6
COCCNC(=O)C[C@H]1CC[C@@H]2[C@H](COC[C@H](O)CN2Cc2ccc(Cl)c(Cl)c2)O1,1.0[25 µM]
O=C1NC(=O)C(=Cc2ccccc2)N1,5.9
Nc1nonc1-c1nc2ccccc2n1CC(=O)NC1CCCC1,-6.0
CCCCN(C(=O)c1cc(S(=O)(=O)N2CCOCC2)ccc1Cl)c1c(N)n(CC(C)C)c(=O)[nH]c1=O,2.4
Cc1cc(C(=O)OCC(=O)Nc2nccs2)c2ccccc2n1,7.8
O=C(Nc1nccs1)c1cccc(S(=O)(=O)N2CCCCC2)c1,12.2
CN(c1nnc(N)s1)C1CCCCC1,2.0
O=C(Nc1cccc(S(=O)(=O)N2CCOCC2)c1)c1cc(S(=O)(=O)N2CCOCC2)c(Cl)cc1Cl,26.8
Nc1c(N(CCC2=CCCCC2)C(=O)Cc2ccc(F)cc2)c(=O)[nH]c(=O)n1Cc1ccccc1,8.0
CCCCn1c(N)c(N(CCC(C)C)C(=O)c2cccc(N3C(=O)c4ccccc4C3=O)c2)c(=O)[nH]c1=O,-17.4
COc1ccc(CCNC(=S)N2CCN(S(=O)(=O)c3ccc(C)cc3)CC2)cc1,-9.9
CCc1nc2c(OCc3ccc(C(F)(F)F)cc3)cccn2c1N(C=O)Cc1ccc(OC)cc1,2.0

# More structures
structure,BL2 CD40 inh
O=C(NCCN1CCCCCC1)c1ccc(N2CCCC2=O)cc1,2.8
Cc1ccc(N2CC(NS(=O)(=O)c3cccs3)CC2=O)cc1 (stereo not drawn),-17.7
CN(NC(=O)NN(C)C(=O)c1ccccc1)C(=O)c1ccccc1,15.9
C[C@@H]1CN([C@@H](C)CO)C(=O)c2cc(NC(=O)C3CCCCC3)ccc2O[C@H]1CN(C)Cc1ccc2c(c1)OCO2,-3.6[25 µM]
CCCC(=O)N/C(N)=N/c1nc(C)c2cc(C)ccc2n1,-18.2
O=C(Nc1ccccc1)N1CCCCN2[C@H](CO)[C@H](c3ccc(-c4ccncc4)cc3)[C@H]2C1,1.7[25 µM]
CCN(CC)S(=O)(=O)c1cc(NC(=O)[C@@H](NC(N)=O)C(C)C)ccc1C,13.3
Cc1cc(C(=O)CN2C(=O)C(=O)N(Cc3ccccc3)C2=O)c(C)n1Cc1ccccc1,-2.6
CC(C)c1ccc(CCNC(=O)CCNS(=O)(=O)c2ccc(Br)cc2)cc1,4.1
CCCNc1nc(C)c(C(C)=O)cc1C#N,-46.4
COC(=O)C[C@@H]1C[C@H]2c3cc(NC(=O)C4CCOCC4)ccc3O[C@H]2[C@@H](CO)O1,12.0[25 µM]
Cc1ccc(-c2onc3ccc(C4OCCO4)cc23)cc1,7.8
CCCC#Cc1ccc2c(c1)[C@H]1[C@H](CCN1Cc1ccccc1F)[C@@H](CO)N2,18.4[25 µM]
O=C(C[C@@H]1C[C@H]2c3cc(NC(=O)c4ccc5c(c4)OCO5)ccc3O[C@H]2[C@@H](CO)O1)NC1CCCC1,-5.2
Cc1ccc(NC(=O)C2CCCN2c2nn3c(=O)cc(C)nc3s2)cc1 (stereo not drawn),4.1
CCn1ncc([N+](=O)[O-])c1C(=O)N1CCc2ccccc2C1,7.1
Cc1ccc(CC(=O)N(C)CC(=O)N(CC(C)C)c2c(N)n(CC(C)C)c(=O)[nH]c2=O)cc1C,-4.2
CCCNC(=O)N1CC2(CCN(C(=O)Cc3cccnc3)CC2)c2c([nH]c3cc(OC)ccc23)[C@H]1CO,-24.7[25 µM]
CCOC(=O)C1=C(C)N(CCO)C(=O)NC1c1ccccc1 (stereo not drawn),6.5
Cc1cccn2cc(CNC(=O)c3ccco3)nc12,-2.2
Cc1cc(=O)oc2cc(NC(=O)C(C)Oc3ccccc3)ccc12 (stereo not drawn),-28.3
CC(C)NC(=O)Nc1cccc2c1O[C@@H](CN(C)C(=O)Nc1ccccc1)[C@@H](C)CN([C@@H](C)CO)C2=O,-5.8[25 µM]
O=C(c1ccc(Cl)c(S(=O)(=O)N2CCCCCC2)c1)N1CCN(c2ccc(O)cc2)CC1,-35.8
COc1ccccc1NC(=O)c1ccc(COc2ccc3c(c2)CCC3)cc1,-35.9
CCN(CC(=O)Nc1ccc2c(c1)OCCO2)CC(=O)Nc1ccccc1C(F)(F)F,-0.2
O=C(CN(C(=O)Cn1nnc(-c2ccc(F)cc2)n1)c1cnc2ccccc2c1)NCC1CCCO1 (stereo not drawn),-4.5
CCCCCOc1ccccc1C(=O)NCCC(=O)O,1.0
Nc1ccc2c(c1)C(=O)c1ccccc1C2=O,-68.4
COc1cc(OC)c(C(=O)CCCN2CCCC2)c(OC)c1,5.6
C/C=C/c1ccc([C@H]2[C@@H](C#N)N(C(=O)CN3CCOCC3)[C@H]2CO)cc1,-7.4[25 µM]
COc1cccc(CNC(=O)N[C@@H](C)C(=O)O)c1,3.8
CCOC(=O)Nc1ccc2ncn(C)c(=O)c2c1,0.7
CN(CC(=O)Nc1ccccc1Br)C(=O)c1cccn1C,2.8
CCC(=O)N1[C@H](CO)[C@@H](c2ccc(C3=CCCC3)cc2)[C@@H]1CN(C)C(C)=O,6.8
Fc1ccc(NC(=S)NN=Cc2ccccc2Cl)cc1,-62.8
Cc1csc(CN(C)C(=O)C2CCC(=O)N(CCN(C)C)C2)n1 (stereo not drawn),-1.4
O=C1CCN(Cc2ccco2)C(=S)N1,-5.2
CC(C)C[C@H]1C(=O)N2CCC[C@H]2[C@]2(O)O[C@](NC(=O)[C@@H]3C=C4c5cccc6[nH]c(Br)c(c56)CC4N(C)C3)(C(C)C)C(=O)N12 (stereo partly drawn),5.1
O=C(c1cccnc1)N1C[C@@H]2[C@H](c3ccccc31)[C@H](CO)N2C(=O)Nc1cccc(F)c1,0.2[25 µM]
O=C(Cc1cccs1)Nc1cccc(C(=O)Nc2ccco2)c1,2.0
COc1ccc(-c2cc(C(F)F)n3ncc(C(=O)NCC4CCCO4)c3n2)cc1 (stereo not drawn),-6.6
O=S(=O)(NCc1ccccn1)c1ccc2c(c1)OCCO2,4.0
CCOC(=O)c1c(C)c(C(=O)NCc2ccc3c(c2)OCO3)c(C)n1C,3.6

# These rows are one share of the data. The share of hits here may be higher or lower than overall.
